# Source: PubChem BioAssay (several laboratories)
# KKLEB cytotox – cytotoxicity in KKLEB CF airway cells, primary screen, cytotoxicity control for CF NF-kB inhibitor project, cell-based, uHTS, fluorescence assay plates; KKLEB CF airway cells viability, ATPlite luminescence, overnight; stronger effect = lower value; cells stimulated with P. aeruginosa culture filtrate; activity change (cytotoxicity), % at 5 µM; 360,000 compounds, 0.36% hits; AID 602141, 2011;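 active = corrected activity change at or below -50% at 5 µM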
# HIF-2a block – HIF-2a reporter inhibitors, primary screen, luminescence, 786-0 RCC cells | AID 624352, 2012 | inhibition, % at 18.8 µM | 360,000 compounds, 0.72% hits | 786-0 RCC cells HIF-2a reporter, luciferase luminescence, overnight;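 active = inhibition of the luminescence signal of 40% or more relative to plate controls, in a single-dose primary screen at 18.75 µM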
# TWEAK Fn14 block – inhibitors of TWEAK-Fn14 signaling, primary screen, luciferase reporter cells, uHTS. TWEAK-stimulated Fn14 reporter cells, luciferase luminescence, 8 h. inhibition, % at 10 µM. 360,000 compounds, 2% hits; in the data active = inhibition above about 50%
# Peg3 promoter – Peg3 promoter-driven luciferase inhibitors, primary screen, cell-based, HeLa, luciferase luminescence. 360,000 compounds, 1.7% hits. HeLa PEG-Prom luciferase reporter, overnight. inhibition, % at 20 µM. AID 588405, 2011;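 active = inhibition of at least 50% at 20 µM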
# aDG glyco act – activators of alpha-DG glycosylation, primary screen, uHTS, Pro5-aDG cells, AlphaScreen | alpha-DG glycosylation AlphaScreen (IIH6); 0% Pro5, 100% B10-LARGE cell signal | activation, % at 10 µM | 360,000 compounds, 0.22% hits;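 active = activation of at least 8% versus controls, or a plate z-score of at least 8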;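 also: Pro5 are CHO cells carrying HIG-tagged alpha-DG that lacks glycosylation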
# CF NFkB block – inhibitors of PAF-induced NF-kB signaling, primary screen, cell-based, GFP fluorescence, uHTS; KKLEB NF-kB-GFP reporter, GFP fluorescence overnight; inhibition, % at 5 µM; 360,000 compounds, 0.86% hits; AID 588850, 2011;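 active = at least 50% inhibition at 5 µM, scaled per plate between neutral and stimulator controls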;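 also: PAF is a Pseudomonas aeruginosa culture filtrate used as stimulus; plate controls were PAF-stimulated DMSO wells for no effect and unstimulated DMSO wells for full effect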
# Shn3 3UTR inh – reduction of Shn3 3'UTR firefly luciferase signal, primary screen, Schnurri-3 inhibitor project, cell-based, Clone20 osteoblasts, set 2. Clone20 osteoblast Shn3 3'UTR firefly luciferase, 24 h. inhibition, % at 12.5 µM. 360,000 compounds, 0.52% hits. AID 588674, 2011;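 active = mean inhibition of at least 75% with every replicate also reaching 75%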;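 also: 0% = median of neutral control wells and 100% = pilot-screen positive control compound; some compounds past the cut are filed as inactive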
# NR2E3 ag-1 – inhibitors of NR2E3-RetCOR corepressor binding, primary screen, NR2E3 agonist project, biochemical, TR-FRET, GST-NR2E3, biotin-RetCOR | Photoreceptor-specific nuclear receptor (Homo sapiens), Q9Y5X4 | 1536-well | inhibition of corepressor binding, % at 4.78 µM | 320,000 compounds, 0.12% hits | AID 2300, 2010;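 active = percent inhibition above the cutoff of mean plus 3 SD of all tested compounds, set per screening campaign, cut at about 20% in these data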;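 also: 0% = DMSO wells and 100% = biotin wells as full block of FRET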
# Target sequence (Q9Y5X4 whole entry, looked up): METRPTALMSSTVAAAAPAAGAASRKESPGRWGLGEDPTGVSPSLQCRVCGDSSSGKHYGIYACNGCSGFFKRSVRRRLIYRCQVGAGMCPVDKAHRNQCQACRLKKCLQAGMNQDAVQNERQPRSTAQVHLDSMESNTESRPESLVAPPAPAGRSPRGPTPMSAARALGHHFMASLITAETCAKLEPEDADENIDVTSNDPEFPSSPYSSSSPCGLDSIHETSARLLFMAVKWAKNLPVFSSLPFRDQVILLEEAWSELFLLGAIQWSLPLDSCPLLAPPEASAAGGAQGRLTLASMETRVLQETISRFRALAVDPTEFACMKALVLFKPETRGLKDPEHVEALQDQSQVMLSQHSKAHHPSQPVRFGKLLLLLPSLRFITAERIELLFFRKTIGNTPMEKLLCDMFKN
#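 Material: NR2E3–RetCOR corepressor complex | Quantity: 1.35 nM GST-tagged NR2E3 final | Schedule: 5 h at 4 °C | Replication: Singlicate compound wells | Reagent: RetCOR corepressor, biotinylated, 7 nM | Controls: Biotin wells as high control, 0.6% DMSO wells as low control | Signal: TR-FRET, Eu(K)-anti-GST donor, streptavidin-D2 acceptor, ex 340, em 617/671 nm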
# TRPM1 prom inh – inhibitors of MITF-dependent TRPM1 promoter reporter, primary screen, cell-based, SK-MEL-5, single point, luciferase; SK-MEL-5 TRPM1 promoter luciferase, 24 h; inhibition, % at 12.5 µM; 330,000 compounds, 0.83% hits;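 active = mean inhibition across replicates of 60% or more, whatever share of single replicates reaches that level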; also: values of inactives mirror those of a sister screen read the other way
# hiPSC survival – enhancers of single-cell hiPSC survival, primary screen, ATPlite luminescence. 100% = ROCK inhibitor wells, 0% = DMSO. survival enhancement, % at 20 µM. 360,000 compounds, 0.044% hits; in the data active = survival enhancement above about 18%;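 also: cells exposed to compounds for 16 hours before the ATP read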
# NR2E3 ag-2 – NR2E3 agonists in two-hybrid cells, primary screen, cell-based, luminescence, CHO-S, Gal4-NCOR/VP16-NR2E3. Photoreceptor-specific nuclear receptor (Homo sapiens), Q9Y5X4. luciferase. inhibition of corepressor binding, % at 3.98 µM. 360,000 compounds, 0.35% hits. AID 602229, 2012;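 active = inhibition above the mean of all tested compounds plus 3 SD, cut at about 70% in these data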;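 also: 0% = DMSO with NR2E3 transfected cells and 100% = cells lacking NR2E3 construct; higher means lower luciferase signal from less NR2E3 corepressor binding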
# Starred values were filed as active, the others as inactive; . = no result given.
item	smiles	KKLEB cytotox	HIF-2a block	TWEAK Fn14 block	Peg3 promoter	aDG glyco act	CF NFkB block
1	C[C@]1(C(=O)O)C=C[C@@H](Cc2ccccc2)N1C(=O)c1ccccc1	4	7	-5	8	-0.2	-19
2	CC(=NC1CCCCC1)C1=C(O)c2ccccc2C1=O	-2	-316	-1	-273	0.2	2
3	Cc1onc(-c2ccccc2)c1C(=O)Nc1c(C)n(C)n(-c2ccccc2)c1=O	-14	17	11	7	-0.1	3
4	CC(=O)Nc1cc(-c2ccc(N)cc2)cn2c(-c3cccc(C(F)(F)F)c3)cnc12	5	3	-5	4	-0.4	-45
5	CC(C)N(C(=O)c1nn(C)c2c1CSc1ccccc1-2)C1CCCCC1	3	16	-5	23	-0.4	-6
6	O=C(Nc1ccccc1)c1ccc(-c2ccccc2C(F)(F)F)o1	5	-301	-12	-282	0.2	-41
7	CCOC(=O)COc1cc(O)c2c(=O)cc(-c3ccccc3)oc2c1	5	7	-23	-5	-0.3	-6
8	NC(=O)c1ccc[n+](CC(=O)c2ccc(Br)cc2)c1	2	-2	-3	6	-0.2	-2
9	Cc1nc2ccccc2n1C(=O)N1CCOCC1	0	21	1	1	-0.1	9
10	c1cc2c(cc1Oc1nc(N3CCOCC3)nc(N3CCOCC3)n1)OCO2	1	0	-2	6	-0.2	0
11	CN1CCN(C(=O)c2ccc3c(c2)N(C)C(=O)/C(=C/c2cccc(Cl)c2)S3)CC1	11	0	14	7	3.0	2
12	COc1cc(NC(=O)CN2CCN(C(=O)C3CCCO3)CC2)c(OC)cc1Cl (centres undefined)	16	13	-4	9	-0.1	-11

item	Shn3 3UTR inh	NR2E3 ag-1	TRPM1 prom inh	hiPSC survival	NR2E3 ag-2
1	-12	2	1	3.9	10
2	-99	3	-89	-3.6	-115
3	-16	4	-5	-1.0	-14
4	-6	.	.	2.0	8
5	11	0	12	-0.4	-22
6	-16	1	-70	-0.9	-37
7	2	2	-2	-1.7	8
8	0	4	-8	-1.6	-54
9	4	0	0	-1.0	-8
10	-1	0	5	-2.2	-30
11	6	1	-17	-0.5	-14
12	-10	0	8	0.7	-25

# The list goes on:
item	smiles	KKLEB cytotox	HIF-2a block	TWEAK Fn14 block	Peg3 promoter	aDG glyco act	CF NFkB block
13	Cc1ccc(CNC(=O)COC(=O)c2ccc(Cl)c(N)c2)cc1	6	11	1	9	0.0	4
14	CC(=O)N(C)c1ccc(NCc2cc(=O)oc3cc(C)c(O)cc23)cc1	18	15	3	1	-0.1	-22
15	COC(=O)c1sc(C(C)(C)C)cc1CS(=O)(=O)c1ccccn1	0	17	5	14	0.0	-2
16	COc1cccc(C2CC(C(F)(F)F)n3nc(C(=O)Nc4c(C)n(C)n(-c5ccccc5)c4=O)cc3N2)c1 (centres undefined)	3	17	21	-5	0.4	-7
17	Cc1ccnc(SCc2cc(=O)c(OC(=O)c3ccccc3)co2)n1	-9	14	-8	16	-0.1	14
18	Cc1ccc(C(=O)N2CCN(S(=O)(=O)c3ccccc3)CC2)cc1	3	7	14	-1	0.0	10
19	CC(C)(C)N1CC(C(=O)Nc2ccc(C#N)cc2)CC1=O (centres undefined)	1	15	4	0	0.1	-15
20	Cc1cccc(NC(=O)c2ccc(COc3ccc(Cl)cc3Cl)o2)n1	5	-30	-5	-1	0.1	-13
21	CCn1ncc(Br)c1C(=O)Nc1ccccc1OC	5	-1	3	7	0.0	-5
22	Cc1ccc(NC(=O)N2CCC(NC(=O)c3ccccc3C)CC2)cc1	4	4	-18	5	3.0	0
23	Cc1cccc(N2CCN(C(=O)c3cc(S(=O)(=O)N(C)C)ccc3N3CCCC3)CC2)c1C	1	16	-5	8	0.0	13
24	CC(O)Cn1c(N2CCCC2)nc2c1c(=O)[nH]c(=O)n2C (centres undefined)	2	13	5	15	-0.3	6

item	Shn3 3UTR inh	NR2E3 ag-1	TRPM1 prom inh	hiPSC survival	NR2E3 ag-2
13	-18	2	-2	-0.6	-14
14	14	-2	19	1.6	-21
15	6	1	-1	-0.4	5
16	4	0	4	-0.4	26
17	-10	3	6	-0.4	-14
18	10	2	-1	-0.2	-6
19	2	3	-2	-0.3	-19
20	0	-2	-2	-0.4	-33
21	14	-1	-11	0.0	0
22	9	1	8	-1.5	-1
23	3	0	5	-0.3	6
24	-2	-2	-6	-0.3	-1

# Reprinted at random: 6 compounds from above.
item	smiles	KKLEB cytotox	HIF-2a block	TWEAK Fn14 block	Peg3 promoter	aDG glyco act	CF NFkB block
24	CC(O)Cn1c(N2CCCC2)nc2c1c(=O)[nH]c(=O)n2C (centres undefined)	2	13	5	15	-0.3	6
17	Cc1ccnc(SCc2cc(=O)c(OC(=O)c3ccccc3)co2)n1	-9	14	-8	16	-0.1	14
21	CCn1ncc(Br)c1C(=O)Nc1ccccc1OC	5	-1	3	7	0.0	-5
20	Cc1cccc(NC(=O)c2ccc(COc3ccc(Cl)cc3Cl)o2)n1	5	-30	-5	-1	0.1	-13
15	COC(=O)c1sc(C(C)(C)C)cc1CS(=O)(=O)c1ccccn1	0	17	5	14	0.0	-2
19	CC(C)(C)N1CC(C(=O)Nc2ccc(C#N)cc2)CC1=O (centres undefined)	1	15	4	0	0.1	-15

item	Shn3 3UTR inh	NR2E3 ag-1	TRPM1 prom inh	hiPSC survival	NR2E3 ag-2
24	-2	-2	-6	-0.3	-1
17	-10	3	6	-0.4	-14
21	14	-1	-11	0.0	0
20	0	-2	-2	-0.4	-33
15	6	1	-1	-0.4	5
19	2	3	-2	-0.3	-19

# The listing continues.
item	smiles	KKLEB cytotox	HIF-2a block	TWEAK Fn14 block	Peg3 promoter	aDG glyco act	CF NFkB block
25	Cc1nnc(N2CCN(Cc3ccccc3)CC2)[nH]c1=O	-6	18	-12	3	-0.2	-1
26	CC(OC(=O)CCOc1ccccc1)C(=O)NC1CC1 (centres undefined)	10	11	4	3	0.0	-12
27	OC(c1cc(-c2cccc(Cl)c2)nc2ccccc12)C1CCCCN1 (centres undefined)	-24	-19	-1	104*	-0.6	41
28	CN1C(=O)CC2(CC(=O)N(Cc3ccccc3)C2)C1=O (centres undefined)	0	21	-4	23	-0.2	-5
29	Nc1ccn([C@@H]2O[C@H](CNCc3cc(Cl)ccc3OCc3ccc(Cl)cc3)[C@@H](O)[C@H]2O)c(=O)n1	6	-21	-13	-29	0.3	-10
30	CCN(CC(=O)Nc1ccc(NC(C)=O)cc1)C(=O)/C=C/c1c(C)nn(-c2ccc(F)cc2)c1Cl	-10	3	-14	5	0.3	2
31	Cc1ccc(S(=O)(=O)NCC(=O)N(c2ccccc2)C(C(=O)NCc2ccccc2)c2ccco2)cc1 (centres undefined)	13	16	23	21	0.0	-29
32	COc1ccc(Cl)cc1NC(=O)COC(=O)CCc1cc(OC)c(OC)c(OC)c1	-13	10	-2	-1	0.0	2
33	CSc1nc2sc(-c3ccccc3)cc2c(=O)n1N	-12	-207	-1	-77	0.3	-15
34	O=C(Nc1nnc(-c2ccc(Cl)cc2)o1)c1cccc(N2C(=O)CCC2=O)c1	7	0	5	6	0.5	-4
35	CCN(C(=S)NCc1ccccc1)c1ccccc1	-4	28	-3	20	0.0	22
36	O=C(c1cccc(-c2ccc(O)cc2)c1)N1CCOCC1	1	-61	-13	-38	-0.3	7

item	Shn3 3UTR inh	NR2E3 ag-1	TRPM1 prom inh	hiPSC survival	NR2E3 ag-2
25	-9	3	1	0.0	-4
26	-14	-3	2	-0.1	-33
27	90*	.	98*	-3.3	37
28	-20	0	-3	0.0	-23
29	3	.	.	-0.2	-18
30	2	.	0	0.6	-27
31	12	-1	1	-1.8	14
32	-3	0	9	0.1	-12
33	-40	-2	-18	-2.5	-69
34	-18	-4	0	-3.5	-14
35	10	2	-2	2.3	11
36	0	4	-17	-0.2	0

# Carrying on.
item	smiles	KKLEB cytotox	HIF-2a block	TWEAK Fn14 block	Peg3 promoter	aDG glyco act	CF NFkB block
37	O=[N+]([O-])c1cc(C(F)(F)F)cc([N+](=O)[O-])c1N1CCCNCC1	-16	15	-19	-18	-0.1	8
38	CCOc1ccc(CN(C)CC(O)COC(c2ccc(OC)cc2)c2ccc(OC)cc2)cc1 (centres undefined)	-6	-7	-12	50*	0.4	12
39	Cc1cc(C)cc(N=C2NC(=O)/C(=C/c3cccs3)S2)c1	-30	-43	17	-2	-0.2	26
40	COc1ccc(C)cc1S(=O)(=O)N1CCC(C)CC1	4	16	-14	6	-0.3	8
41	CCOC(=O)N1CCN(C(=O)c2c(-c3ccccc3)noc2C)CC1	-2	10	-35	13	0.2	-7
42	CC1(C)CC(=O)C=C(Nc2ccc(Br)cc2F)C1	-3	11	-3	8	0.0	10
43	CC(C)(C#N)NC(=O)c1ccco1	4	7	3	-6	-0.3	5
44	CCOc1c(Br)cc(CNc2ccc(N3CCOCC3)cc2)cc1OC	-2	-19	-1	-8	0.2	-1
45	Cc1cc(C(=O)Cn2nc(C(=O)O)c3ccccc3c2=O)c(C)n1-c1cccc(C(F)(F)F)c1	3	15	0	15	-0.1	16
46	O=C(Nn1cc(C(=O)Nc2ccc(F)cc2F)c2ccccc2c1=O)c1cnccn1	4	23	-17	1	1.0	-3
47	Cc1ccc(NC(=O)C(C)SCc2nc3sc4c(c3c(=O)[nH]2)CCCC4)nc1 (centres undefined)	3	10	-6	4	0.2	4
48	Cc1cccc(C)c1NC(=O)c1csc([C@H]2C[C@H](O)[C@@H](CO)O2)n1	-19	1	-2	9	0.0	2
49	O=C(Cc1ccccc1)N1CCC(c2nc(-c3ccc(F)cc3)no2)CC1	12	13	11	10	0.1	-3

item	Shn3 3UTR inh	NR2E3 ag-1	TRPM1 prom inh	hiPSC survival	NR2E3 ag-2
37	3	3	23	-0.5	-35
38	31	5	-5	-0.6	-9
39	1	-1	6	2.2	-4
40	11	3	3	0.2	4
41	-5	0	-10	-1.0	-5
42	-1	4	-8	0.0	17
43	4	-2	-3	-2.4	-11
44	45	-5	-8	-0.6	13
45	6	2	-7	1.1	18
46	48	1	23	0.1	24
47	-5	1	15	-0.2	5
48	-25	.	.	-0.4	-1
49	10	0	-5	-0.7	-7
